Nrf2 inh: Nrf2 pathway inhibition. A549 ARE-Fluc reporter, luciferase luminescence, 18-24 h. Potency, µM (titrated, usually from 46 µM), without a hit: at the top dose activity change, negative = inhibition, most hits filed as inhibitors. actives 2.1% (n = 360,000). AID 504444; also: potency is read from the fitted curve at half-maximal effect; % is scaled to controls: 0 for no effect and ±100 for the full control effect; nearly all actives have a fitted effect of over 60% in size
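Nrf2 function is reported as luminescence of an ARE-controlled luciferase in A549 cells. Compounds were tested at several concentrations, and a CellTiter-Fluor read on the same wells flagged cytotoxicity.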
MCF10A rerep: induces DNA re-replication in MCF 10a normal breast cells; MCF 10A DNA re-replication, Hoechst nuclear intensity, 48 h; Potency, µM (titrated, usually from 46.1 µM), inactives show at the highest dose activity, positive = re-replication, actives largely listed as activators; actives 2.9% (n = 350,000); AID 624296; also: potency is read from the fitted curve at half-maximal effect; % of control where 0% means no effect; nearly all actives have a fitted effect of over 50% in size
IL1B secr inh: inflammasome signaling inhibition, IL-1 beta readout; AID 743279; THP-1 LPS/ATP IL-1B secretion, AlphaLISA, 16 h; stronger effect = lower value; actives 4.7% (n = 360,000); activity change, % at 57.5 µM; in the data active = activity change below about -50%; inconclusive = mostly about -30% to -49%; also: % is scaled to controls: 0 for no effect and ±100 for the full control effect
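THP-1 cells pretreated 1 hr with compounds (up to 57.5 uM final), then stimulated with LPS (250 ng/mL final) plus ATP (1.25 mM final); secreted IL-1B measured by AlphaLISA after 16 hr, decreased signal indicating inhibition.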
A549 viability: kills or reduces viability of A549 cells in Nrf2 counter-screen | Potency, µM (doses to about 46 µM), without a hit: at the highest dose activity change, negative = cytotoxicity, most hits filed as inhibitors | A549 ARE-Fluc cells, CellTiter-Fluor viability, 18-24 h | actives 0.16% (n = 390,000); also: potency is read from the fitted curve at half-maximal effect; % is scaled to controls: 0 for no effect and ±100 for the full control effect
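Cytotoxicity counterscreen: CellTiter-Fluor fluorescence was measured in A549 ARE_Fluc cells after 18-24 h of compound exposure in a concentration series. The subsequent BugLite luminescent read reports ARE-luciferase activity.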
HepG2 viability: HepG2 cytotoxicity, counter-screen for TGF-b inhibitors | Potency, µM (doses to about 46.1 µM), for the others: at the top dose activity change, negative = cytotoxicity, actives largely listed as cytotoxic | HepG2 CAGA-GFP viability, ATP luminescence, 18 h | actives 0.76% (n = 410,000); also: potency is read from the fitted curve at half-maximal effect; some results filed as inactive show a strong effect at the top dose
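CellTiter-Glo luminescence gave cytotoxicity after 18 hours at 37 degrees C. The cells were HepG2 CAGA-GFP in 1% FBS DMEM, stimulated with 500 pg/mL TGF-beta after compound addition. %Activity was normalised to no-cell wells (complete cell-killing) and DMSO (no toxicity), and curves were fitted and classified.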
TGFb inhibitor: TGF-b pathway inhibition | actives 1.2% (n = 410,000) | HepG2 CAGA-GFP TGF-b/SMAD3 reporter, GFP fluorescence, 18 h; TGF-beta stimulated, 500 pg/mL final | Potency, µM (top dose mostly 46.1 µM), for inactives: top-dose activity, negative = inhibition, actives largely listed as inhibitors; also: potency is read from the fitted curve at half-maximal effect; % is scaled to controls: 0 for no effect and ±100 for the full control effect; nearly all actives have a fitted effect of over 65% in size
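HEPG2 CAGA-GFP reporter cells (1000/well, DMEM with 1% FBS) received compounds, then recombinant TGF-beta at 500 pg/mL final for 18 hours at 37 degrees C. Per-cell GFP summed per well was normalised to unstimulated and stimulated DMSO controls before curve fitting.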
S2 tox: reduces viability in counter-screen for ATXN expression inhibitors; S2 cells (HEK-293 line with an ATXN2-luciferase reporter) viability, CellTiter-Fluor protease fluorescence, 24 h; Potency, µM (highest dose often 56.7 µM), hits mostly cytotoxic; actives 0.49% (n = 400,000); also: potency is read from the fitted curve at half-maximal effect; nearly all actives have a fitted effect of over 40% in size
Nrf2 activator: activators of Nrf2 (ARE) signaling. AID 624171. Potency, µM (highest dose often 46.1 µM), inactives show at the highest dose activation, usual class: activators. AREc32 ARE-luciferase reporter (MCF7-derived line), luminescence, 24 h. actives 0.31% (n = 410,000); also: potency is read from the fitted curve at half-maximal effect; % of control where 0% means no effect; nearly all actives have a fitted effect of over 65% in size
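ARE-driven firefly luciferase activity in AREc32 cells measured after a 24 hr compound exposure at 37 deg C, using Steady-Glo reagent and a 30 min room-temperature hold.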
ATXN2 expr inh: inhibitors of ATXN2 expression; HEK-293 ATXN2-luciferase reporter, luminescence, 24 h; actives 0.72% (n = 360,000); Potency, µM (top dose mostly 57 µM), for inactives: at the highest dose activity change, negative = inhibition, actives largely listed as inhibitors; AID 1745845; also: potency is read from the fitted curve at half-maximal effect; % is scaled to controls: 0 for no effect and ±100 for the full control effect; nearly all actives have a fitted effect of over 55% in size
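qHTS (up to 57 uM final) was run with 24 h compound exposure of reporter cells at 37 °C. Each well was multiplexed: SteadyGlo luminescence measured ATXN2-luciferase expression after a fluorogenic Gly-Phe-AFC viability readout (25 uM final).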
* hit, by the source's call; i = inactive; ? = inconclusive; · = not tested or not shown; [ ] = remark or other dose. Unless noted, calls follow the shape of the dose curve; as a rule, active = well fitted curve in the direction sought with a large enough effect; inconclusive = small, poorly fitted or top-dose-only effect, or another doubt; inactive = no such curve, though single readings can be large; an effect the other way counts as inactive or inconclusive.

| SMILES | Nrf2 inh | MCF10A rerep | IL1B secr inh | A549 viability | HepG2 viability | TGFb inhibitor | S2 tox | Nrf2 activator | ATXN2 expr inh |
| --- | --- | --- | --- | --- | --- | --- | --- | --- | --- |
| C/C(NC1CCCCC1)=C(/C#N)C(=O)NCCN1CCOCC1 | ? | 4% | 5 | -8% | 13% | 13% | i | -0.5% | -4% |
| Fc1cccc(F)c1/C=N/NC(=S)Nc1cccnc1 | 5% | -1% | -7 | -5% | -15% | -5% | ? | 9.5% | -26% |
| CCCCC(=O)Nc1cnc(NC(=O)c2ccco2)cc1C | ? | -4% | 0 | -8% | -4% | -5% | i | 0.4% | 3% |
| CN(C)CCCNC(=O)CCc1nc2ccccc2c(=O)[nH]1 | 4% | 0% | 19 | -1% | 4% | 6% | i | 0.6% | 2% |
| Cc1c(C(=O)N/N=C/c2ccncc2)nnn1-c1nonc1N | 5% | 8% | 12 | -3% | 0% | 2% | i | -1.0% | 4% |
| COc1ccc2nc(C)cc(SCC(=O)Nc3c(C)cccc3C)c2c1 | ? | 1% | -6 | -1% | 6% | 3% | i | -0.5% | -3% |
| Cc1ccc2nc(CN3CCN(S(=O)(=O)c4ccc(C(C)C)cc4)CC3)oc2c1 | · | · | · | -3% | -31% | ? | ? | 6.2% | -37% |
| O=C(NCc1ccccc1Cl)c1csc([C@@H]2C[C@H](O)[C@@H](CO)O2)n1 | · | · | 42 | · | 3% | 37% | i | -0.5% | 16% |
| COc1cc(C(=O)Nc2nnc(SC)s2)c([N+](=O)[O-])cc1OC | ? | 0% | -14 | 5% | -3% | -13% | i | -1.2% | · |
| O=S(=O)(c1cccs1)N1CCN(CC(O)COc2cccc(Br)c2)CC1 (stereo not given) | ? | 14% | -9 | 14% | -22% | -4% | i | -0.5% | -20% |
| O=C(NCC(c1cccs1)N1CCOCC1)c1ccc(OCc2ccccc2)cc1 (stereo not given) | ? | -1% | -29 | 3% | -23% | -19% | i | -0.2% | -16% |
| O=C(Oc1cccc(OC(=O)c2ccco2)c1)c1ccco1 | 1% | 2% | 0 | 1% | -13% | -6% | i | -0.7% | · |
| Cc1ccc(N(CC(=O)NC2CCCCCC2)S(=O)(=O)c2c(C)nn(C)c2C)cc1 | ? | 25% | -2 | 0% | -23% | 5% | i | -0.4% | -4% |
| O=C1CC(Sc2cccs2)C(=O)N1c1ccccc1 (stereo not given) | -1% | 10% | -27 | -9% | 1% | -20% | ? | 5.8% | 2% |
| CC(C)(C)n1ncc2c(=O)n(Cc3ccccc3Br)cnc21 | ? | -15% | · | -3% | 1% | 9% | i | -0.5% | -4% |
| CCN(CC(=O)NCc1cccs1)C(=O)c1cccc(S(=O)(=O)N2CC(C)OC(C)C2)c1 (stereo not given) | -8% | 1% | -16 | 4% | -24% | -9% | i | -0.7% | -10% |
| C[C@@H]1CN([C@@H](C)CO)C(=O)c2cc(Br)cnc2O[C@H]1CN(C)C(=O)Cc1cccnc1 | · | · | 1 | · | -7% | 3% | i | 1.4% | 4% |
| CC1=CNC(=O)CC(C)(C)C1 | · | · | 14 | · | 1% | 10% | i | -0.7% | 10% |
| O=C(c1ccc(F)cc1)c1cccc(C(=O)c2ccc(F)cc2)n1 | 7% | -6% | -2 | 1% | 3% | -2% | i | 0.0% | -19% |
| CC1=CC(=O)C(Sc2ccc(C)cc2)=CC1=O | · | · | -78* | · | -94% | ? | · | 13µM* | · |
| COc1ccc(C(=O)Nc2ccc(N3CCN(C)CC3)cc2)cc1 | ? | 10% | -8 | 7% | -4% | -3% | ? | 5.7% | · |
| COc1ccc(C(=O)Nc2ccc(-c3nc4ncccc4o3)cc2C)cc1Br | -30% | · | · | -9% | -1% | 11% | i | -0.6% | -1% |
| CC(NC(=O)c1cccc(F)c1)C(c1cccs1)N1CCN(C)CC1 (stereo not given) | · | 1% | -4 | -9% | 6% | 24% | i | -0.4% | 6% |
| O=S(=O)(c1ccc(Cl)c(Cl)c1)c1snnc1-c1ccccc1 | -4% | 4.6µM* | -116* | ? | 16µM* | ? | 13µM* | ? | 28µM* |

Reprinted from the part before: two entries, followed by the next part.
| SMILES | Nrf2 inh | MCF10A rerep | IL1B secr inh | A549 viability | HepG2 viability | TGFb inhibitor | S2 tox | Nrf2 activator | ATXN2 expr inh |
| --- | --- | --- | --- | --- | --- | --- | --- | --- | --- |
| CC(NC(=O)c1cccc(F)c1)C(c1cccs1)N1CCN(C)CC1 (stereo not given) | · | 1% | -4 | -9% | 6% | 24% | i | -0.4% | 6% |
| O=S(=O)(c1ccc(Cl)c(Cl)c1)c1snnc1-c1ccccc1 | -4% | 4.6µM* | -116* | ? | 16µM* | ? | 13µM* | ? | 28µM* |
| CC(C)N(C(=O)COC(=O)c1ccc(Cl)c(S(N)(=O)=O)c1)C(C)C | 4% | 0% | 14 | 1% | 1% | -5% | i | 0.2% | -21% |
| COc1ccc(C(C(=O)NCc2ccccc2)N(Cc2ccco2)C(=O)c2snc(C(N)=O)c2N)cc1 (stereo not given) | -7% | 2% | -15 | -4% | -45% | 1% | i | 2.0% | -24% |
| O=C(CCN1C(=O)/C(=C/c2ccc(F)cc2)SC1=S)NCCc1ccc(O)cc1 | 4% | 15% | 3 | -6% | 0% | 4% | i | 5.8% | 9% |
| Cc1cc2ncn(/N=C/c3ccc([N+](=O)[O-])s3)c2cc1C | ? | -5% | 0 | 4% | -29% | 0% | i | ? | -18% |
| COC(=O)N/N=C(\C)c1ccccc1OC(F)F | 9% | -23% | -3 | -7% | 0% | 39%[activator] | ? | 0.0% | 5% |
| CCOC(=O)c1cnc2c(ccc3ccccc32)c1Nc1cccc(OC)c1 | 10% | · | · | -7% | -33% | -9% | i | -0.9% | 3% |
| Cc1noc(C)c1NC(=O)Nc1cccc2c1O[C@H](CN(C)S(C)(=O)=O)[C@@H](C)CN([C@H](C)CO)C2=O | 11% | 3% | 11 | -1% | -2% | 7% | i | -0.9% | 7% |
| CC1=CC(C)C(C[N+]2(C)CCCCC2)C(C)C1 (stereo not given) | 4% | 2% | -11 | -4% | -8% | 4% | i | 1.5% | -4% |
| COC(=O)Cc1c(C)nc2nc(NCc3cccc([N+](=O)[O-])c3)[nH]n2c1=O | · | -2% | 15 | -8% | 6% | 11% | i | -1.2% | 0% |
| Cc1ccc(Nc2nc(N)c([N+](=O)[O-])c(N3CCC(C)CC3)n2)cc1C | 10% | 0% | -80* | -2% | 7% | -7% | ? | -0.3% | ? |
| CC(=O)N1CCCc2cc(S(=O)(=O)N3CCCC(C(=O)Nc4cc(C)ccc4C)C3)ccc21 (stereo not given) | -13% | -4% | 14 | 0% | 1% | -28% | i | -0.3% | 15% |
| O=C1N[C@H]2CC=C[C@H]2Nc2ccccc21 | 1% | ? | -15 | -9% | -23% | -2% | i | 9.5% | 11% |
| CCCCN(CCCC)CCNC(=O)CSCc1ccc(C)cc1 | 14% | ? | -9 | 2% | -11% | -4% | i | -0.2% | -26% |
| Cc1ccc2nc(-c3ccc(NC(=O)COC(=O)c4ccc([N+](=O)[O-])o4)cc3)sc2c1 | ? | -1% | -6 | -8% | -2% | 7% | i | 3.1% | -18% |
| CNC(=O)C(NC(=O)CNC(=O)c1ccc(Cl)cc1)C(C)(C)C (stereo not given) | -3% | 1%[9.22 µM] | 3 | -5% | 0% | 5% | i | -0.9% | -15% |
| O=C(CSc1nnc(Cc2ccccc2)o1)NC1CCCCC1 | ? | -2% | -6 | -1% | -37% | ? | i | -0.2% | 3% |
| COC(=O)c1cnn2c3c(c(C)nc12)CCCC3 | · | -25% | -7 | 9% | 2% | 10% | i | -0.2% | 41%[activator] |
| CCOCN(C(=O)Cn1cnc2ccccc21)c1c(C)cccc1CC | 1% | -1% | 24 | 0% | -33% | 1% | i | 0.3% | -5% |
| COc1cc(OC)cc(C(=O)NC(C(=O)Nc2ccc(N3CCOCC3)cc2)C(C)C)c1 (stereo not given) | 2% | 12% | 7 | 0% | 0% | -10% | i | 0.4% | 3% |
| Cc1cc(F)ccc1N1CCC(N2CCN(CCC(C)C)C(CCO)C2)CC1 (stereo not given) | 12% | ? | -66* | -21% | -19% | 7% | i | 2.2% | -30% |
| Cc1c(O)nc(SCC(=O)Nc2ccc3c4c(cccc24)CC3)n(-c2ccccc2)c1=O | 6% | 13% | 12 | 0% | -8% | -6% | i | 3.8% | -22% |
| CCN(Cc1ccccc1)S(=O)(=O)c1cc(C(=O)NC(C)C2CC3CCC2C3)ccc1OC (stereo not given) | ? | ? | -2 | -1% | 2% | ? | i | 0.6% | -14% |
| Cc1ccc(OCC(=O)NC(=S)Nc2ccc(Br)cn2)cc1C | 10% | 29% | 105 | -1% | -20% | -12% | i | 1.8% | 7% |
| COc1ccc(CNc2nc3ccccc3n2C)c(O)c1 | ? | 5% | -2 | -1% | -45% | -1% | i | -0.1% | 80%[activator] |
| COc1ccccc1N1CCN(S(=O)(=O)CCNC(=O)/C=C/c2ccc3c(c2)OCO3)CC1 | · | · | -12 | · | 4% | -21% | i | -0.8% | · |
| COc1cccc(C(=O)Nc2ccc3oc(-c4ccc5ccccc5c4)nc3c2)c1 | -7% | · | · | -1% | -59% | ? | i | 0.9% | 10% |
| CCC(C)(C)NC(=O)Cc1ccccc1OC | -5% | -184%[0.0737 µM] | 2 | -6% | 0% | 36%[activator] | i | 0.4% | 1% |
| CCN(CC)S(=O)(=O)c1ccc(/C=C/C(=O)Nc2cccc(F)c2)cc1 | ? | 3% | -22 | -16% | -12% | -9% | ? | 4.9% | -10% |
| CC(c1ccccc1)N1C(=O)c2ccc(C(=O)NCc3cccnc3)cc2C1=O (stereo not given) | 0% | -17% | i | 1% | -3% | 6% | i | -0.3% | 1% |
| Cc1ccc(-c2noc(-c3ccc(N4CCN(C)CC4)c([N+](=O)[O-])c3)n2)cc1 | 3% | · | · | -2% | -24% | -28% | i | 0.1% | 18% |

Bioassay records from PubChem BioAssay.
